# Source: PubChem BioAssay (National Center for Advancing Translational Sciences (NCATS))
# FLuc inh: qHTS Assay for Inhibitors of Firefly Luciferase. Luciferin 4-monooxygenase (Photinus pyralis), P08659. purified firefly luciferase, luminescence, 8 min. Potency, µM (titrated, usually from 57.1 µM), for inactives: at the top dose activity change, negative = inhibition, actives largely listed as inhibitors. 72,000 compounds, 2.2% hits. AID 411, 2009; also: potency is read from the fitted curve at half-maximal effect; % is scaled to controls: 0 for no effect and ±100 for the full control effect; nearly all actives have a fitted effect of over 40% in size
# Target sequence (P08659 whole entry, looked up): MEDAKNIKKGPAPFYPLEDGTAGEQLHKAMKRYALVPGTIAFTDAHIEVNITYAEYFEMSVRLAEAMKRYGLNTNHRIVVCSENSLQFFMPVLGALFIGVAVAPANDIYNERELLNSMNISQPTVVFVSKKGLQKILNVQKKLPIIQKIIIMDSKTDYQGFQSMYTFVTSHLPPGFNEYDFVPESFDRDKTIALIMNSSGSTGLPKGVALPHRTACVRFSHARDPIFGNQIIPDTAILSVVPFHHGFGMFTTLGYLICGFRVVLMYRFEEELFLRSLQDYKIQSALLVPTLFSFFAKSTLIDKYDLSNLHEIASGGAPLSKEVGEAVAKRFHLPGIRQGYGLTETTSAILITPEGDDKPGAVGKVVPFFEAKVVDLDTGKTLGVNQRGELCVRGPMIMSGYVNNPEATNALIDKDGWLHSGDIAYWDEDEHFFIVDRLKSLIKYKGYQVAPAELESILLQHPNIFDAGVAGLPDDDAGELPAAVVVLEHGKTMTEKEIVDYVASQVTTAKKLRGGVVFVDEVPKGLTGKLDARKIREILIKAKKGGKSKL
#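 Titration-based qHTS; buffer 50 mM imidazole pH 7.2, 50 mM KCl, 7 mM MgCl2, 10 uM ATP, 0.01% Tween 20, 0.05% BSA; luciferase/luciferin detector mix added after compound; 8 min, ambient; luminescence.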
# 4MU fluor: qHTS Assay for Spectroscopic Profiling in 4-MU Spectral Region; compound autofluorescence, 340/450 nm, 4-MU equivalents; hits give high values; max dye-equivalent concentration, M; 59,000 compounds, 11% hits; in the data active = max dye-equivalent concentration above about 10 nM; inconclusive = mostly about 1.1 nM to 9.6 nM
#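 Intrinsic fluorescence at 340/450 nm (ex/em) was read after 15 min at room temperature in pH 8.0, 100 mM Tris. Each compound concentration expressed as 4-MU-equivalent concentration from a six-point 4-MU standard series on each plate.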
# Fluorescein fluor: qHTS Assay for Spectroscopic Profiling in Fluorescein Spectral Region; Compound autofluorescence, 480/540 nm, fluorescein-equivalent; hits give high values; max fluorescein-equivalent concentration, M; 59,000 compounds, 0.91% hits; in the data active = max fluorescein-equivalent concentration above about 10 nM; inconclusive = between about 1.1 nM and that limit
#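 Normalized response (dye-equivalent concentration) derives from comparing each well's 540 nm emission, under 480 nm excitation, with plate-resident fluorescein standards. Compounds were held in 100 mM Tris, pH 8.0, for 15 min at room temperature.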
# Texas Red fluor: qHTS Assay for Spectroscopic Profiling in Texas Red Spectral Region. max dye-equivalent concentration, M. Compound fluorescence, Texas Red channel, 547/618 nm; hits give high values. 59,000 compounds, 0.06% hits. AID 587, 2007; in the data active = max dye-equivalent concentration above about 10 nM; inconclusive = between about 1.1 nM and that limit
#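 Compound titrations in 100 mM Tris pH 8.0 were incubated 15 min at room temperature and read at 547 nm excitation / 618 nm emission. Texas Red six-point standard curve on each plate converted fluorescence to dye-equivalent concentration.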
# HBB splice mod: qHTS Assay for Modulators of Hemoglobin Beta Chain Splicing | Potency, µM (top dose mostly 46.1 µM), inactives show at the top dose activation, most hits filed as activators | 65,000 compounds, 0.06% hits | AID 925, 2007 | HBB splicing reporter cell assay, activation; EGFP reporter with mutant IVS2-654 intron; response scale: normalised to 500 nM splice-correcting PNA; also: potency is read from the fitted curve at half-maximal effect; 0% is about no effect
#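 HeLa cells stably expressing EGFP interrupted by mutant beta-globin intron 2 (IVS2-654), 500/well in 2% FCS. Treated with compound for 2 days at 37C. Splicing correction scored as total well GFP intensity (488 nm excitation, 500-520 nm emission); 500 nM antisense PNA served as control.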
# CRE Fsk mod: Cell signaling CRE-BLA (Fsk stim) | Potency, µM (doses to about 38.2 µM), inactives show at the top dose activity change, negative = inhibition, most hits filed as activators | CHO CRE-bla reporter (cAMP response element driving beta-lactamase), forskolin EC10, beta-lactamase ratio | 71,000 compounds, 2.5% hits; active = well fitted activation curve with a large enough effect in the signal ratio, with a control signal flat, not every such curve was filed as active; inconclusive = small, poorly fitted or top-dose-only effect, or effect the other way, or a change in a side signal; the % refers to the signal ratio; also: potency is read from the fitted curve at half-maximal effect; % of control where 0% means no effect
#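 Titrated compounds plus EC10 NKH 477 on CHO CRE-bla cells, 3 h, 37 °C. CCF4, 2 h RT. Ratio 460/530 nm → AC50.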
# Epigenetic mod: qHTS Assay for Epigenetic Modulators; Potency, µM (highest dose often 46.1 µM), for inactives: top-dose GFP derepression (activation); AID 597, 2007; mouse C127i GFP locus derepression, cytometry, 30 h; 68,000 compounds, 0.09% hits; also: % of control where 0% means no effect
#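 Derepression screen: silenced CMV-GFP reporter in murine C127i cells, 30 h compound incubation at 37 C, washed cells imaged by laser-scanning cytometer to enumerate GFP-expressing objects of 20 to 120 um.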
# A350 fluor: qHTS Assay for Spectroscopic Profiling in A350 Spectral Region; Compound autofluorescence, 340/450 nm, Alexa 350 dye-equivalents; hits give high values; max dye-equivalent concentration, M; 59,000 compounds, 11% hits; in the data active = max dye-equivalent concentration above about 10 nM; inconclusive = mostly about 1.1 nM to 9.6 nM
# ERK AVP inh: qHTS Assay for Inhibitors of the ERK Signaling Pathway using a Homogeneous Screening Assay; HEK293-V1b, vasopressin-stimulated pERK AlphaScreen; Potency, µM (titrated, usually from 57.5 µM), without a hit: at the top dose activity, negative = inhibition, usual class: inhibitors; 72,000 compounds, 0.99% hits; also: potency is read from the fitted curve at half-maximal effect; % is scaled to controls: 0 for no effect and ±100 for the full control effect; nearly all actives have a fitted effect of over 55% in size
#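 HEK293 cells stably expressing V1b receptor, seeded overnight in 1% FBS, were treated with compounds for 30 min at 37C, then stimulated 5 min with 25 nM vasopressin; phospho-ERK read by AlphaScreen SureFire after lysis.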
# Hsp90 Hop PPI: qHTS Assay for Disrupters of an Hsp90 Co-Chaperone Interaction; AlphaScreen TPR2A-His6 binding biotin-Hsp90 C-terminal peptide; Potency, µM (highest dose often 57 µM), without a hit: at the top dose activity change, negative = inhibition; 71,000 compounds, 0.44% hits; active = well fitted curve in either direction with a large enough effect; inconclusive = small, poorly fitted or top-dose-only effect, or another doubt; also: potency is read from the fitted curve at half-maximal effect; % is scaled to controls: 0 for no effect and ±100 for the full control effect; many of its hits are not listed in these tables
# Ub-GFP proteasome: Ubiquitin-GFP Assay | Ubiquitin-GFP reporter cells, proteasome inhibition, GFP fluorescence; response scale: untreated = 0%, 10 µM MG-132 = 100% | Potency, µM (series often up to 45.9 µM), inactives show at the highest dose activation (GFP accumulation), hits mostly activators | 67,000 tested, under 10 active | AID 526, 2006; active = well fitted activation curve with a large enough effect, not every such curve was filed as active; inconclusive = small, poorly fitted or top-dose-only effect, or another doubt; inactive = no such curve, though single readings can be large or run the other way; also: potency is read from the fitted curve at half-maximal effect
#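 Proteasome blockade was scored as a rise in GFP-expressing U2OS cells carrying a ubiquitin(G76V)-GFP construct, imaged after 4 hr compound treatment at 37 °C across a 46 uM–2.9 nM series.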
# Starred values were filed as active, the others as inactive; i = inactive; ? = inconclusive; nt = no result given; [ ] = remark or other dose. Unless noted, calls follow the shape of the dose curve; as a rule, active = well fitted curve in the direction sought with a large enough effect; inconclusive = small, poorly fitted or top-dose-only effect, or another doubt; inactive = no such curve, though single readings can be large; an effect the other way counts as inactive or inconclusive.
SMILES,FLuc inh,4MU fluor,Fluorescein fluor,Texas Red fluor,HBB splice mod,CRE Fsk mod,Epigenetic mod,A350 fluor,ERK AVP inh,Hsp90 Hop PPI,Ub-GFP proteasome
O=c1c(-c2cccc(F)c2)nc2cncnc2n1-c1ccccc1,0%[11.4 µM],?,i,i,1.9%,?,0%[9.22 µM],1.1e-08M*,-9%,-5%,-8%
CC(=O)N1CCC2(CCCN(c3ccncc3)C2)CC1,-1%[11.4 µM],i,i,i,2.6%,3%,2%[9.22 µM],i,4%,2%,0%
CCOc1ccccc1N(CC(=O)Nc1ccc2c(c1)OCO2)S(C)(=O)=O,3%,nt,nt,nt,0.1%[9.22 µM],-5%,-2%,nt,-16%,-2%,2%
CC1c2[nH]c3ccccc3c2CCN1S(C)(=O)=O (stereo unspecified),-1%,nt,nt,nt,1.6%[9.22 µM],-9%,-2%,nt,0%,-6%,-5%
COc1ccccc1C(=O)Nc1ccc(N2CCN(Cc3ccccc3)CC2)cc1,0%,i,?,i,-1.6%[57.5 µM],?,0%,i,?,-22%,-2%
O=C(c1cccs1)N1CCN(Cc2ccncc2)CC1,0%,?,?,i,-2.4%,-11%,0%,?,10%,-1%,0%
O=C(COc1ccccc1O)Nc1ccccc1Cl,-21%,i,i,i,0.1%,?,2%,i,21%,?,-2%
Cc1cc(C(=O)OCC(=O)Nc2ccc(F)cc2F)c(C)o1,-5%,i,i,?,0.1%[57.5 µM],?,-2%,i,11%,1%,-4%
CC1(C(=O)NC2CCCCCCC2)CCC(=O)N1CCN1CCOCC1 (stereo unspecified),1%,i,?,?,2.4%[57.5 µM],?,2%,i,0%,0%,15%
COc1ccc(CC(=O)NC2CCN(CC(=O)Nc3ccc4c(c3)OCCO4)CC2)cc1OC,1%,?,i,?,-1.0%,-1%,4%,?,-3%,2%,-19%
O=C(NCC1CCCO1)c1coc2nc3ccccc3nc12 (stereo unspecified),-19%,2.9e-07M*,?,i,-0.8%,?,1%,3.3e-07M*,-14%,0%,0%
CC(=O)NC(Cc1ccccc1)C(=O)NC1CCN(C(=O)NC2CCCCC2)CC1 (stereo unspecified),2%,i,i,i,nt,-3%,-1%,i,-2%,2%,-2%
CSc1ccccc1NC(=O)c1cc(CC(C)C)on1,nt,nt,nt,nt,0.2%,13%,nt,nt,2%,-1%[2.3 µM],-3%
Cc1ccc(NC2c3ncccc3C(=O)N2c2ccccc2C)cc1C (stereo unspecified),-13%,i,?,i,2.6%,?,-2%,?,?,-9%,-3%
Cc1cccc(NC(=O)c2c(C)cc(=O)oc2C)n1,0%[25.5 µM],i,?,i,nt,nt,8%[20.6 µM],i,nt,nt,nt
CCOC(=O)N1CCC(Nc2c(NCCCN3CCN(c4ccc(OC)cc4)CC3)c(=O)c2=O)CC1,5%,i,i,i,1.3%,9%,-1%,i,-3%,-7%,-10%
O=C1Nc2ccccc2C12OC1CCCCC1O2 (stereo unspecified),1%,i,i,i,0.0%,0%,-3%,i,-2%,-3%,1%
Cc1cccc2cc(C#N)c(SCCN3CCCCC3)nc12,0%,i,?,i,-2.4%,?,1%,?,18%,-4%,9%
Fc1ccc(C2C3=C(Nc4ncnn42)c2ccccc2OC3c2ccncc2)cc1 (stereo unspecified),1%[25.5 µM],4.9e-08M*,?,i,nt,nt,?,5.9e-08M*,nt,nt,nt
CC(NC(=O)C1C2C=CC(C2)C1C(=O)O)c1ccccc1 (stereo unspecified),-1%,i,?,?,1.7%,0%,0%,i,9%,-4%,-9%
COc1cccc(C2C(C(=O)c3sc(C)nc3C)=C(O)C(=O)N2CCN2CCOCC2)c1 (stereo unspecified),1%,i,i,i,0.2%[57.5 µM],-7%,0%,i,-6%,-1%,-7%
COc1ccc2cc3cc(C(=O)N4CCN(Cc5ccc6c(c5)OCO6)CC4)oc3nc2c1,1%,2e-07M*,i,?,-1.9%,?,0%,1.8e-07M*,-3%,-8%,-4%
COc1cc(C2CC(=O)N3CN(c4ccccc4C)CSC3=C2C#N)cc(OC)c1OC (stereo unspecified),-17%,i,i,i,3.4%[0.369 µM],5%,2%,i,-15%,-6%,-4%
CCCCOc1ccccc1C1CC(=O)NC2=C1C(=O)CCC2 (stereo unspecified),2%,i,?,i,-0.8%,16µM*,0%,i,5%,-1%,-9%
CCOC1(C(F)(F)F)NC(=O)N(Cc2ccc(OC)cc2)C1=O (stereo unspecified),-1%,i,i,i,6.2%,4%,4%,i,-7%,-1%,-6%
COc1ccc(C(O)Cc2nc3ccccc3n2C)cc1OC (stereo unspecified),-1%,nt,nt,nt,-0.4%[9.22 µM],4%,0%,nt,-25%,-1%,20%
Cc1nc2nc(-c3ccccc3)cc(=O)n2[nH]1,25µM*,i,?,i,-1.6%[57.5 µM],-1%,2%,i,13%,0%,2%
C/C(=C\C(=O)Nc1nccs1)c1ccccc1,25µM*,i,i,?,-1.1%,-12%,0%,i,-8%,4%,1%
CCOC(=O)c1oc2nc(C(C)C)c3c(c2c1N)CCC3,2%,?,?,i,-1.7%,?,3%,?,11%,-2%,4%
CCc1c(C)nc(SCC(=O)Nc2ccc(Br)cc2)[nH]c1=O,3%,nt,nt,nt,0.6%,?,-2%,nt,-27%,-5%,-3%
C=CCn1c(COc2ccc(CC)cc2)nnc1SC/C(O)=C(\C#N)c1nc2ccccc2[nH]1,-1%,1.1e-08M*,?,i,-3.3%,18%,-1%,1.4e-08M*,-2%,-8%,-4%
CCOCCOC(=O)C1=C(C)N(C)C(=O)NC1c1ccccc1F (stereo unspecified),-14%,i,i,i,1.8%[57.5 µM],2%,-5%,i,-2%,-3%,1%
Cc1ccc(S(=O)(=O)N2CCN(C(=O)CSc3nc4ccccc4o3)C2)cc1,1%,i,?,i,0.3%,-11%,0%,i,11%,0%,7%
COc1cccc(OC)c1Oc1ccc(C(F)(F)F)cn1,4%,i,?,i,-0.8%,0%,-2%,i,13%,3%,-7%
CCOC(=O)Cc1csc(NC(=O)c2cccc(OC)c2)n1,-10%,i,i,i,1.2%,?,-3%,i,?,-2%,19%
CCCC1C(c2ccc(OC)cc2)C(C#N)(C#N)C2(C#N)CC1(N)NC2=O (stereo unspecified),0%[25.5 µM],i,?,i,nt,nt,-4%[20.6 µM],i,nt,nt,nt
Cc1ccc(C(C(=O)NC2CCCC2)N2CCCCC2)cc1 (stereo unspecified),1%,nt,nt,nt,-1.0%,-5%,-2%,nt,3%,-2%,-12%
CCOc1ccc(CN2CCN(C(=O)c3ccccc3)CC2)cc1,2%,i,?,i,-0.3%,-14%,-3%,?,-9%,-5%,10%
CCS(=O)(=O)N1CCCC(C(=O)NCc2cccnc2)C1 (stereo unspecified),-2%,i,i,i,-1.3%,?,-1%,i,-3%,-8%,4%
CCOc1cc(C(=O)N(C)Cc2cc3cc(OC)ccc3[nH]c2=O)cc(OCC)c1OCC,1%,1.4e-07M*,i,i,0.7%[57.5 µM],5%,0%,1.9e-07M*,-20%,-1%,3%
O=C1CC(C(=O)N(c2cccc(F)c2)C(C(=O)NC2CCCC2)c2ccccn2)CS1 (stereo unspecified),1%,i,?,?,-2.1%,-12%,-1%,?,-5%,-3%,0%

# An excerpt; the hit share may differ from the screen's.
